PvdQ inh: P. aeruginosa PvdQ acylase inhibitors, primary screen, biochemical, fluorescence, plate reader and imaging, single point. PvdQ acylase [Pseudomonas aeruginosa LESB58]. purified PvdQ acylase. inhibition, % at 10 µM. 340,000 tested, 0.063% active. AID 488965, 2010; in the data active means inhibition above about 30%, passing the limit was not always enough;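 further: 0% = vehicle neutral wells and 100% = reference inhibitor wells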
CAL PDZ FP-1: untagged CAL PDZ binding inhibitors, primary screen, biochemical, fluorescence polarization, HTS; Golgi-associated PDZ and coiled-coil motif-containing protein (Homo sapiens), Q9HD26; purified CAL PDZ, TMR-peptide fluorescence polarization, 1 h; inhibition, % at 24.9 µM; 300,000 tested, 0.92% active; AID 602252, 2012;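 active means mean inhibition of at least 30% with at least half of replicates also reaching 30%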;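 further: 0% = DMSO neutral control and 100% = excess unlabeled competitor peptide PRC23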
PfHsp90 yeast 2: growth inhibition of PfHsp90-expressing yeast, primary screen, antimalarial PfHsp90 inhibitor project, S. cerevisiae, BacTiter-Glo luminescence, single point, set 2; BacTiter-Glo ATP, 48 h; yeast lacking PDR1 and PDR3 efflux regulators; inhibition, % at 9.4 µM; 310,000 tested, 0.32% active; AID 504621, 2011;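 active means every replicate shows inhibition above about 80%, whatever the replicate mean, limit read from the data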;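 further: 0% = DMSO neutral controls and 100% = 20 µM radicicol positive controls; yeast relying on Plasmodium falciparum Hsp90 in place of its own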
dFosB activator: activators of delta FosB homodimer, primary screen, biochemical, fluorescence polarization, TAMRA-CDK5 oligo, single point. Protein FosB (Mus musculus), P13346. purified delta FosB; percent of positive-control signal above neutral wells. activation, % at 25 µM. 340,000 tested, 0.99% active;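 active means mean activation above about 17%, with every replicate also reaching it, limit read from the data, passing the limit was not always enough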;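 further: fluorescence polarization rise as delta FosB binds a TAMRA Cdk5 AP-1 oligo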
SR-BI uptake up: activators of SR-BI mediated DiI-HDL uptake, primary screen, ldlA[mSR-BI] CHO cells, DiI fluorescence; activation, % at 12.5 µM; 320,000 tested, 0.096% active; AID 504775, 2011; 3 h; 100 = double the neutral-control signal;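 active means mean replicate activation of at least 60% and every replicate at or above 60%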;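 further: 0% = median plate neutral-control signal and 100% = twice that signal; values of inactives mirror those of a sister screen read the other way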
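Material: SR-BI-overexpressing, LDLR-lacking CHO cells; schedule: compound exposure 3 h, 37 °C; reagent: DiI-labelled HDL at 10 µg/mL final; technique: bottom-read fluorescence, 550/595 nm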
NSD2 HMT inh: NSD2 histone methyltransferase inhibitors, primary screen, biochemical, AlphaScreen, single concentration, set 2; Histone-lysine N-methyltransferase NSD2 (Homo sapiens), O96028; inhibition, % at 12.5 µM; NSD2 peptide methylation, 120 min; 310,000 tested, 0.54% active; AID 743445, 2014; in the data active means inhibition above about 50%
Rtt109 HAT inh: inhibitors of C. albicans Rtt109/Vps75 HAT, primary screen, biochemical, ThioGlo CoA-SH fluorescence, plate reader; 330,000 tested, 0.16% active; Histone acetyltransferase RTT109 (Candida albicans (strain SC5314 / ATCC MYA-2876)), …; purified Rtt109/Vps75, 4 h; AID 540336, 2011; inhibition, % at 34.9 µM;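 active means inhibition of at least 50% in every replicate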
Target sequence (Q5AAJ8 whole entry, looked up): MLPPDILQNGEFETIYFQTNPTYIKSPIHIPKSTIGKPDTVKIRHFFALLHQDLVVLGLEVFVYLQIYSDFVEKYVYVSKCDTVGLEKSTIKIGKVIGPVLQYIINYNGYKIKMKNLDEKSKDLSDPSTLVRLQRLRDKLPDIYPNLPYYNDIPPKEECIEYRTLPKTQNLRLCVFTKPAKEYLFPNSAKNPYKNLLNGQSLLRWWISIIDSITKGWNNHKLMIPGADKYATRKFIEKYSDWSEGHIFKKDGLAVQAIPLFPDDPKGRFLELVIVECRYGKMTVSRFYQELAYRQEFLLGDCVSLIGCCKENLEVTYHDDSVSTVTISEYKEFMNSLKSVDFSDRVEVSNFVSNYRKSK
SR-BI DiI inh: inhibitors of SR-BI mediated HDL lipid uptake, primary screen, ldlA[mSR-BI] cells, fluorescence, single point | Scavenger receptor class B member 1 (Mus musculus), Q61009 | ldlA[mSR-BI] CHO cells, DiI-HDL uptake fluorescence, 3 h | inhibition, % at 12.5 µM | 320,000 tested, 0.96% active | AID 488896, 2010;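 active means mean replicate inhibition of at least 70% and a set share of replicates each scoring 70 or more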;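 further: 0% = median of neutral control wells and 100% = median of positive control wells; values of inactives mirror those of a sister screen read the other way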
Target sequence (Q61009 whole entry, looked up): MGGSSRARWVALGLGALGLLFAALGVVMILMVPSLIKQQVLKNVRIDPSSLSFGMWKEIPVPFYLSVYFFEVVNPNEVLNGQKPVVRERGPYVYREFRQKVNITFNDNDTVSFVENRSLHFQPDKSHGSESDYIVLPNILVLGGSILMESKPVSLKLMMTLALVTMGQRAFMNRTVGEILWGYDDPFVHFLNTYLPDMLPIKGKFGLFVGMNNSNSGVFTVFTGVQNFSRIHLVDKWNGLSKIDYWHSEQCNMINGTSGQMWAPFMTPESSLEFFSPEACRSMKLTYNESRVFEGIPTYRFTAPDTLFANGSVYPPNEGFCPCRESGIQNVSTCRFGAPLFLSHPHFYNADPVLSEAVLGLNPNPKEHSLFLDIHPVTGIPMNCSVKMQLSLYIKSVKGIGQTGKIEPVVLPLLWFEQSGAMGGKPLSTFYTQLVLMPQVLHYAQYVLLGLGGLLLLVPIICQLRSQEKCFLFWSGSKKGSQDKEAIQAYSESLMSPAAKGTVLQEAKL
MITF TRPM1 HTS: activators of MITF-driven TRPM1 promoter reporter, primary screen, cell-based, SK-MEL-5, luciferase, single point. activation, % at 12.5 µM. 300,000 tested, 0.75% active. SK-MEL-5 TRPM1-promoter luciferase, 24 h; % of positive control, neutral wells = 0;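 active means mean activation of at least 80% with every replicate also reaching 80%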;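 further: 0% = neutral control wells and 100% = parthenolide positive control wells; values of inactives mirror those of a sister screen read the other way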
CAL PDZ FP-2: CAL PDZ peptide-binding inhibitors, primary screen, biochemical, fluorescence polarization, Cer-tagged CAL PDZ, HTS. purified CAL PDZ, TMR-peptide fluorescence polarization, 1 h. inhibition, % at 20 µM. Golgi-associated PDZ and coiled-coil motif-containing protein (Homo sapiens), Q9HD26. 330,000 tested, 0.02% active. AID 504414, 2011;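 active means highest replicate inhibition of at least 40%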;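 further: plate controls were DMSO neutral control wells for no effect and unlabeled competitor peptide control wells for full effect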
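Material: tagged CAL PDZ protein CerCALP, purified; buffer or medium: sodium phosphate/NaCl buffer pH 7.4 with TCEP, IgG, Thesit; also added: fluorescent TMR peptide probe; schedule: 1 h incubation at room temperature before polarization reading; technique: fluorescence polarization from S- and P-plane intensities, G-factor corrected; control set: unlabelled peptide and DMSO controls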
Numbers without * were called inactive.

Results for COc1ccc(C(=O)NCc2ccncc2)cc1S(=O)(=O)N1CCOCC1 ?
PvdQ inh: -17; CAL PDZ FP-1: -2; PfHsp90 yeast 2: 18; dFosB activator: 1; SR-BI uptake up: 14; NSD2 HMT inh: -2; Rtt109 HAT inh: -8; SR-BI DiI inh: -14; MITF TRPM1 HTS: -3; CAL PDZ FP-2: -0.4

What do the screens show for `Cc1nn(Cc2c(F)c(F)c(F)c(F)c2F)c(C)c1NC(=O)c1ccc(COc2ccc(F)cc2)o1`?
PvdQ inh: -20; CAL PDZ FP-1: -3; PfHsp90 yeast 2: -16; dFosB activator: -20; SR-BI uptake up: -60; NSD2 HMT inh: -1; Rtt109 HAT inh: -4; SR-BI DiI inh: 60; MITF TRPM1 HTS: -14

How did CN(Cc1cn(C)nc1-c1ccc(Oc2ccccc2)cc1)Cc1cnc2ccccn12 do in these assays?
PvdQ inh: 7; CAL PDZ FP-1: -3; PfHsp90 yeast 2: -2; dFosB activator: -13; NSD2 HMT inh: 6; Rtt109 HAT inh: 10; MITF TRPM1 HTS: -16; CAL PDZ FP-2: -2.0

Results for Nc1nnc(SCC(=O)NNC(=O)c2ccc([N+](=O)[O-])cc2)s1 ?
PvdQ inh: 5; CAL PDZ FP-1: 3; PfHsp90 yeast 2: 2; dFosB activator: 8; SR-BI uptake up: -7; NSD2 HMT inh: 1; Rtt109 HAT inh: -1; SR-BI DiI inh: 7; MITF TRPM1 HTS: 7; CAL PDZ FP-2: 0.0

What do the screens show for `O=C(NCCCN1CCOCC1)C1CCC(=O)N1CCc1ccccc1` (stereo unspecified)?
PvdQ inh: -4; CAL PDZ FP-1: -6; PfHsp90 yeast 2: -22; dFosB activator: -2; SR-BI uptake up: -6; Rtt109 HAT inh: -9; SR-BI DiI inh: 6; CAL PDZ FP-2: -1.2

How did CC(=O)C1=C(NC(=O)c2ccc(C(F)(F)F)cc2)C[C@@H]2[C@H]1C2(C)C do in these assays?
PvdQ inh: -7; CAL PDZ FP-1: -3; PfHsp90 yeast 2: -60; dFosB activator: -3; SR-BI uptake up: 41; NSD2 HMT inh: 28; Rtt109 HAT inh: 7; SR-BI DiI inh: 9; MITF TRPM1 HTS: 7; CAL PDZ FP-2: -1.4

How did CCCS(=O)(=O)N1CCCC(C(=O)NCC2CCCO2)C1 (stereo unspecified) do in these assays?
PvdQ inh: -13; CAL PDZ FP-1: -1; PfHsp90 yeast 2: 10; dFosB activator: -2; SR-BI uptake up: 14; NSD2 HMT inh: 0; Rtt109 HAT inh: 2; SR-BI DiI inh: -14; MITF TRPM1 HTS: 8; CAL PDZ FP-2: -0.8

Results for COC(=O)c1sccc1NC(=O)Nc1cc(C)ccc1OC ?
PvdQ inh: -7; CAL PDZ FP-1: -5; PfHsp90 yeast 2: 1; dFosB activator: -9; SR-BI uptake up: -40; NSD2 HMT inh: -1; Rtt109 HAT inh: 19; SR-BI DiI inh: 40; MITF TRPM1 HTS: -3; CAL PDZ FP-2: -1.7

What do the screens show for `Cc1nc(SCC(=O)Nc2nnc(C(C)C)s2)n[nH]1`?
PvdQ inh: -12; CAL PDZ FP-1: -1; PfHsp90 yeast 2: 24; dFosB activator: -4; SR-BI uptake up: 4; NSD2 HMT inh: 0; Rtt109 HAT inh: -7; SR-BI DiI inh: -4; MITF TRPM1 HTS: -4; CAL PDZ FP-2: -2.3

What do the screens show for `C=CCn1c(COc2ccccc2)nnc1SCC(=O)NCC(=O)OCC`?
PvdQ inh: -12; CAL PDZ FP-1: -4; PfHsp90 yeast 2: 15; dFosB activator: -3; SR-BI uptake up: 19; NSD2 HMT inh: 5; Rtt109 HAT inh: -1; SR-BI DiI inh: -19; MITF TRPM1 HTS: -3; CAL PDZ FP-2: -0.9

How did C/C(=N\NC(N)=O)C1CC(Cc2ccccc2)C(=O)O1 (stereo unspecified) do in these assays?
PvdQ inh: -2; CAL PDZ FP-1: -4; PfHsp90 yeast 2: 8; dFosB activator: 4; SR-BI uptake up: 9; NSD2 HMT inh: 2; Rtt109 HAT inh: -1; SR-BI DiI inh: -9; CAL PDZ FP-2: 0.0

Results for CCOC(=O)C1(C#N)Cc2ccccc2C1 ?
PvdQ inh: -14; CAL PDZ FP-1: 1; PfHsp90 yeast 2: -20; dFosB activator: 3; SR-BI uptake up: 14; NSD2 HMT inh: 0; Rtt109 HAT inh: -1; SR-BI DiI inh: -14; MITF TRPM1 HTS: -3; CAL PDZ FP-2: -0.7

How did Cc1cccc(Cn2c(NCC(C)O)nc3c2c(=O)n(C)c(=O)n3C)c1 (stereo unspecified) do in these assays?
PvdQ inh: 8; CAL PDZ FP-1: -5; dFosB activator: -6; SR-BI uptake up: 2; NSD2 HMT inh: -1; Rtt109 HAT inh: 15; SR-BI DiI inh: -2; MITF TRPM1 HTS: -5; CAL PDZ FP-2: 0.5

How did COc1ccc(C(=O)NCc2ccccn2)cc1 do in these assays?
PvdQ inh: 4; CAL PDZ FP-1: -1; dFosB activator: -11; SR-BI uptake up: 33; Rtt109 HAT inh: -11; SR-BI DiI inh: -33; CAL PDZ FP-2: 0.4

How did O=C(CCN1C(=O)/C(=C/c2ccc(F)cc2)SC1=S)Nc1cc([N+](=O)[O-])ccc1O do in these assays?
PvdQ inh: 0; CAL PDZ FP-1: -1; PfHsp90 yeast 2: -29; dFosB activator: -4; SR-BI uptake up: -4; NSD2 HMT inh: 1; Rtt109 HAT inh: 11; SR-BI DiI inh: 4; MITF TRPM1 HTS: 2; CAL PDZ FP-2: -0.2

The closing 2 entries of the section above lead into the next.
How did COc1ccc(C(=O)NCc2ccccn2)cc1 do in these assays?
PvdQ inh: 4; CAL PDZ FP-1: -1; dFosB activator: -11; SR-BI uptake up: 33; Rtt109 HAT inh: -11; SR-BI DiI inh: -33; CAL PDZ FP-2: 0.4

How did O=C(CCN1C(=O)/C(=C/c2ccc(F)cc2)SC1=S)Nc1cc([N+](=O)[O-])ccc1O do in these assays?
PvdQ inh: 0; CAL PDZ FP-1: -1; PfHsp90 yeast 2: -29; dFosB activator: -4; SR-BI uptake up: -4; NSD2 HMT inh: 1; Rtt109 HAT inh: 11; SR-BI DiI inh: 4; MITF TRPM1 HTS: 2; CAL PDZ FP-2: -0.2

How did Clc1ccc(C=NC23CN4CN(CN(C4)C2)C3)cc1 do in these assays?
PvdQ inh: 11; CAL PDZ FP-1: 3; PfHsp90 yeast 2: 20; dFosB activator: 2; SR-BI uptake up: 12; NSD2 HMT inh: 0; Rtt109 HAT inh: 11; SR-BI DiI inh: -12; CAL PDZ FP-2: -0.7

Results for CC1CC(C)(C)CC2(C1)NC(=O)N(CC(=O)N1CCN(S(=O)(=O)c3ccc(F)c(F)c3F)CC1)C2=O (stereo unspecified) ?
PvdQ inh: -7; PfHsp90 yeast 2: -14; dFosB activator: -12; SR-BI uptake up: -21; NSD2 HMT inh: -2; Rtt109 HAT inh: 0; SR-BI DiI inh: 21; MITF TRPM1 HTS: -8; CAL PDZ FP-2: -0.3

How did Cc1cc(NC(=O)c2ccccc2NS(=O)(=O)c2c(C)c(C)cc(C)c2C)no1 do in these assays?
PvdQ inh: -15; CAL PDZ FP-1: -6; PfHsp90 yeast 2: -2; dFosB activator: -8; SR-BI uptake up: 12; NSD2 HMT inh: -1; Rtt109 HAT inh: -2; SR-BI DiI inh: -12; MITF TRPM1 HTS: -9; CAL PDZ FP-2: -1.1

What do the screens show for `COc1ccccc1NC(=O)c1ccc(N2CC3CC(C2)c2cccc(=O)n2C3)c(NC(=O)c2cccnc2)c1` (stereo unspecified)?
PvdQ inh: -7; CAL PDZ FP-1: -1; PfHsp90 yeast 2: -7; dFosB activator: -5; SR-BI uptake up: -2; NSD2 HMT inh: 3; Rtt109 HAT inh: 4; SR-BI DiI inh: 2; MITF TRPM1 HTS: -1; CAL PDZ FP-2: -3.0

How did C=CCN1CC(=O)N2Cc3[nH]c4ccccc4c3C[C@H]2C1=O do in these assays?
PvdQ inh: -14; CAL PDZ FP-1: 0; PfHsp90 yeast 2: 38; dFosB activator: -2; SR-BI uptake up: 8; NSD2 HMT inh: -1; Rtt109 HAT inh: 0; SR-BI DiI inh: -8; MITF TRPM1 HTS: 5; CAL PDZ FP-2: 0.9

How did CC(=O)Nc1ccc(S(C)(=O)=O)c(C)c1 do in these assays?
PvdQ inh: -3; CAL PDZ FP-1: -3; PfHsp90 yeast 2: -6; dFosB activator: 2; SR-BI uptake up: -2; NSD2 HMT inh: -1; Rtt109 HAT inh: -6; SR-BI DiI inh: 2; MITF TRPM1 HTS: -2; CAL PDZ FP-2: -0.6

What do the screens show for `CC(=O)c1cccc(N(CC(=O)NC2CCCCC2)C(=O)CNC(=O)c2cccs2)c1`?
PvdQ inh: -3; PfHsp90 yeast 2: -7; dFosB activator: -1; SR-BI uptake up: 22; NSD2 HMT inh: 0; Rtt109 HAT inh: 3; SR-BI DiI inh: -22; MITF TRPM1 HTS: 1; CAL PDZ FP-2: 0.0

What do the screens show for `O=C(c1ccc(S(=O)(=O)N2CCCC2)cc1)N(Cc1ccco1)C1CCS(=O)(=O)C1` (stereo unspecified)?
PvdQ inh: 11; CAL PDZ FP-1: -4; PfHsp90 yeast 2: 33; dFosB activator: -7; NSD2 HMT inh: 2; Rtt109 HAT inh: 6; MITF TRPM1 HTS: 7; CAL PDZ FP-2: 0.3

What do the screens show for `Cc1c(S(=O)(=O)N2CCN(C(=O)c3ccco3)CC2)c(=O)n(C)c(=O)n1C`?
PvdQ inh: -6; CAL PDZ FP-1: -2; PfHsp90 yeast 2: 3; dFosB activator: -7; SR-BI uptake up: 14; Rtt109 HAT inh: -18; SR-BI DiI inh: -14; MITF TRPM1 HTS: 11; CAL PDZ FP-2: 0.4

Screening data: PubChem, Broad Institute
